# Screens from PubChem.
# OX1R antag-1: human HCRTR1 antagonism; AID 434989; CHO/OX1R cells, Fluo-8 calcium fluorescence, orexin A; 330,000 tested, 0.43% active; O43613; inhibition, % at 5 µM;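 active = inhibition above its plate's threshold, mean inhibition of all tested compounds on the plate plus 3 SD, cut at about 37% in these data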;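 also: 0% = orexin A challenge wells and 100% = SB-334867-A antagonist wells; not every result past the cut was called active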
# Target sequence (O43613 whole entry, looked up): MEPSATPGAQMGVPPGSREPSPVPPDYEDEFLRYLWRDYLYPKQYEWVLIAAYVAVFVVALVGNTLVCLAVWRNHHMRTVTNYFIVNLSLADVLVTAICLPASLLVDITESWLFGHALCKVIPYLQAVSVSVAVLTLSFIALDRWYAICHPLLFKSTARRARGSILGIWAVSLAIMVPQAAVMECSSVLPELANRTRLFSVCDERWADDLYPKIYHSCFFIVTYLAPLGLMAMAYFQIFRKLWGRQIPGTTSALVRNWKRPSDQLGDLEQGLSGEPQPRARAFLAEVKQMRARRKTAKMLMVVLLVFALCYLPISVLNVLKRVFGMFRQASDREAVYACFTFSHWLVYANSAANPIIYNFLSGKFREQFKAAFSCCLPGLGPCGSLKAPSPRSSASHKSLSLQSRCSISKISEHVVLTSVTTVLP
# OX1R antag-2: blocks the human orexin 1 receptor | O43613 | 330,000 tested, 1.8% active | OX1R-expressing cells, FRET antagonist read-out | inhibition, % at 6.6 µM | AID 485270; in the data active = inhibition mostly above about 38%, no sharp cut-off; inactive = mostly below about 40%;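 also: 0% = agonist challenge alone and 100% = reference antagonist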
# * = called active by the depositor.
SMILES,OX1R antag-1,OX1R antag-2
CSc1ccc(CN(C)C(=O)CCNS(=O)(=O)c2ccc(C)c(C)c2)cc1,-18,18
CC(C)Cc1ccc(CN2CCCC(NC(=O)CCCN3CCCC3=O)C2)cc1 (stereo unspecified),-28,7
COc1ccc(C)cc1NC(=O)c1nnn(Cc2cccc(F)c2)c1N,8,5
CCOc1cc(N2CCOCC2)c(OCC)cc1NC(=O)Cc1cn2ccsc2n1,-12,14
O=CNc1ccccc1Oc1ccccc1,0,11
COc1ccc(OCCC(=O)OCC(=O)NCCC2=CCCCC2)cc1,-1,25
COc1ccc(-c2csc(NC(=O)c3cccc(S(=O)(=O)N4CCN(C)CC4)c3)n2)cc1,-21,16
COc1ccc(OC)c(NC(=O)c2ccc(-c3csc(C)n3)cc2)c1,17,51*
Cc1cc2[nH]c3ccccc3c2c(C)n1,5,6
COc1ccc(-n2nc(C(=O)NCC(=O)Nc3cc(OC)c(OC)c(OC)c3)c3ccccc3c2=O)cc1Cl,2,58
Cc1ccc(C(=O)NCC(=O)NCC(=O)OCC(=O)c2ccc(Br)cc2)cc1,-28,1
Cc1cc(C)c(C)c(S(=O)(=O)Nc2ccc(C(=O)N3CCCC3)cc2)c1C,-4,2
C=Cn1c(C(=O)O)cc(CC)c1-c1ccccc1,-10,21
CCCC(=O)Nc1ccc(C(=O)NNC(=O)c2ccccc2Br)cc1,-9,7
COc1ccc(Cl)cc1-c1n[nH]c(=S)n1C,-4,3
COC(=O)Cc1cc(=O)n2[nH]c(C)cc2n1,-9,-8
O=C(Nc1ccccc1Cl)Nc1cccc2cccnc12,-29,28
CN(C)C(=O)COc1ccc(C(=O)/C=C/c2cccnc2)cc1,-14,13
COc1ccc2[nH]cc(CCNC(=O)Nc3ccccc3)c2c1,-10,5
Clc1ccc2c(N/N=C/c3ccc(Br)cc3)ccnc2c1,8,15

# 18 structures out of the list, ordered by molar mass, descending:
SMILES,OX1R antag-1,OX1R antag-2
COc1ccc(-n2nc(C(=O)NCC(=O)Nc3cc(OC)c(OC)c(OC)c3)c3ccccc3c2=O)cc1Cl,2,58
COc1ccc(-c2csc(NC(=O)c3cccc(S(=O)(=O)N4CCN(C)CC4)c3)n2)cc1,-21,16
CCOc1cc(N2CCOCC2)c(OCC)cc1NC(=O)Cc1cn2ccsc2n1,-12,14
CSc1ccc(CN(C)C(=O)CCNS(=O)(=O)c2ccc(C)c(C)c2)cc1,-18,18
CCCC(=O)Nc1ccc(C(=O)NNC(=O)c2ccccc2Br)cc1,-9,7
CC(C)Cc1ccc(CN2CCCC(NC(=O)CCCN3CCCC3=O)C2)cc1 (stereo unspecified),-28,7
Cc1cc(C)c(C)c(S(=O)(=O)Nc2ccc(C(=O)N3CCCC3)cc2)c1C,-4,2
COc1ccc(OCCC(=O)OCC(=O)NCCC2=CCCCC2)cc1,-1,25
COc1ccc(C)cc1NC(=O)c1nnn(Cc2cccc(F)c2)c1N,8,5
COc1ccc(OC)c(NC(=O)c2ccc(-c3csc(C)n3)cc2)c1,17,51*
CN(C)C(=O)COc1ccc(C(=O)/C=C/c2cccnc2)cc1,-14,13
COc1ccc2[nH]cc(CCNC(=O)Nc3ccccc3)c2c1,-10,5
O=C(Nc1ccccc1Cl)Nc1cccc2cccnc12,-29,28
COc1ccc(Cl)cc1-c1n[nH]c(=S)n1C,-4,3
C=Cn1c(C(=O)O)cc(CC)c1-c1ccccc1,-10,21
COC(=O)Cc1cc(=O)n2[nH]c(C)cc2n1,-9,-8
O=CNc1ccccc1Oc1ccccc1,0,11
Cc1cc2[nH]c3ccccc3c2c(C)n1,5,6

# (next part)
SMILES,OX1R antag-1,OX1R antag-2
O=C(O)CCCC(=O)Nc1c(F)c(F)c(F)c(F)c1F,6,15
Cc1oc(S(=O)(=O)N2CCCC2)cc1C(=O)Nc1ccc(F)cc1,-19,11
CC1=C(C(=O)OCC2CCCO2)C(c2ccc(C)o2)C2=C(CC(c3ccc(F)cc3)CC2=O)N1 (stereo unspecified),-31,27
COc1ccc(NC(=O)c2oc3ccccc3c2NC(=O)c2ccco2)c(OC)c1,-24,9
CCOC(=O)C1=C(COC(=O)C2(C)CC2(Cl)Cl)NC(=O)NC1c1ccc(OC)cc1 (stereo unspecified),-52,16
NC(=O)C1(N2CCCCC2)CCN(S(=O)(=O)c2cc(Cl)sc2Cl)CC1,-26,6
Cc1[nH]c(=O)c(C(=O)c2cc(Cl)ccc2O)cc1C(=O)O,-9,17
N#CCc1ccc(C(=O)c2ccccc2)s1,-3,11
CC(C)(C)OC(=O)N/N=C\c1ccc([N+](=O)[O-])s1,-12,88*
Cc1cccc(S(=O)(=O)NCCC(=O)OCC(=O)Nc2ccc(C#N)cc2)c1,-17,5
O=C(c1cccc(S(=O)(=O)N2CCOCC2)c1)N1CCCCCC1,7,13
CCCc1nnc(NC(=O)c2cn(CC)c3cc(N4CCN(C)CC4)c(F)cc3c2=O)s1,-7,2
Cc1ccc(S(=O)(=O)Nc2ccc(NC(=O)Nc3cccc(C(F)(F)F)c3)cc2)cc1,-18,3
O=C(CCCn1c(=S)[nH]c2cc3c(cc2c1=O)OCO3)N1CCN(c2ccc(F)cc2)CC1,-6,17
CCOc1cc(/C=C2/NC(=O)N(Cc3ccccc3F)C2=O)ccc1O,-13,36
CCOc1ccc(C(=O)OCC(=O)Nc2nc(OC)cc(OC)n2)cc1OCC,-10,-1
Nc1cccc(-c2nnc3n2CCCCC3)c1,-2,3
COc1ccccc1CN1CC(C(=O)NCCN(C)CCc2ccccc2)CCC1=O (stereo unspecified),-1,-2
CCn1ccnc1CNC(=O)CC1C(=O)NCCN1CC(c1ccccc1)c1ccccc1 (stereo unspecified),-7,2
CC(=O)c1cccc(NC(=O)N2CCCC2C(=O)Nc2ccc3c(c2)OCCO3)c1 (stereo unspecified),-12,9
COCCn1c(-c2ccc(Cl)cc2)cnc1SCC(=O)NCCc1ccc(OC)c(OC)c1,-29,26
CC(=O)C1=C(c2ccccc2)NC(=O)NC1c1ccc(O)c(O)c1 (stereo unspecified),-6,6
CC(C)CN(C(=O)C1=NN(c2ccccc2)C(=O)CC1)c1c(N)n(Cc2ccccc2)c(=O)[nH]c1=O,7,-2
O=C(Nc1ccccc1)c1ccc(S(=O)(=O)N2CCCC2)cc1,-3,-1
Cc1onc(-c2c(Cl)cccc2Cl)c1C(=O)c1c[nH]c(C(=O)NCCCN2CCOCC2)c1,-14,3
Cc1cc(C)cc(C(=O)N2CC(C)OC(C)C2)c1 (stereo unspecified),-1,7
Cn1c(Cn2c(=O)sc3ccccc32)nnc1SCC(=O)Nc1ccccc1F,-19,13
Cc1ccc(Cn2c(O)c(N=O)c3ccccc32)cc1,-15,24
CN(C(=O)c1ccc(NC(=O)Cc2ccc(NC(=O)C3CCN(C(=O)C4CCCCC4)CC3)cc2)cc1)C1CC1,-9,3
Cc1ccc(/C(N)=N/OC(=O)CCC2CCCCC2)cc1,-17,11
Cc1ccc2cc3cc(C(=O)NCCN4CCOCC4)oc3nc2c1,-6,117*
OCC[C@H]1C[C@@H](O)[C@H](O)[C@@]2(CCc3ccccc3CO2)O1,4,11
CC1(C)CC(=O)c2sc(NC(=O)C3CC3)nc2C1,-3,8
N#CC(C#N)=Cc1ccc(NC(=O)c2ccc(Br)cc2)cc1,-5,8
O=C(NCc1cccnc1)c1sc2ccccc2c1Cl,-20,9
O=S(=O)(Nc1cccc(-c2cn3cccnc3n2)c1)c1ccc(Cl)cc1,-8,14
O=C(Nc1ccc(S(=O)(=O)N2CCOCC2)cc1)c1ccc([N+](=O)[O-])cc1Cl,1,-3
COc1ccccc1CNS(=O)(=O)c1ccc2c(c1)oc(=O)n2C,-3,1
CS(=O)(=O)N1CCN(c2ccc([N+](=O)[O-])c3cccnc23)CC1,-20,30
COc1ccc(OC)c(S(=O)(=O)Nc2ccc(OCC(=O)O)cc2)c1,2,4
C[C@H](NC(=O)c1ccccc1)C(=O)OCC(=O)c1c[nH]c2ccccc12,-32,6
Clc1ccc(CNCCCSc2ncccn2)cc1Cl,-29,16
CCOC(=O)C1CCN(C2CCN(C(=O)c3oc4c(C)c(C)ccc4c3C)CC2)CC1,-22,19
Cc1ccc(C(=O)N2CCN(Cc3ccccc3)CC2)o1,-4,5
O=C(CSc1ncn[nH]1)Nc1ccc(Br)cc1Br,-11,5
C(#CC1CCCCC1)c1ccc2c(c1)COc1c3ccccc3nn1-2,0,2
CCc1ccc(NC(=O)CSc2nc3ncc(Br)cc3[nH]2)cc1,-36,-2
O=C(c1cc(Br)ccc1Cl)N1CCN(c2ncccn2)CC1,-43,8
CCc1ccc(CCC(=O)Nc2ccccc2C(=O)O)o1,-12,9
CCN(C[C@H]1N[C@@](C)(C(=O)OC)[C@H]2C(=O)N(C)C(=O)[C@@H]12)C(=O)c1ccc(F)cc1,-16,0
COc1ccc(N2C(=O)CC(Cc3ccccc3OC)C2=O)cc1 (stereo unspecified),-54,10
CC(C)=CCN1CCN(Cc2nc(-c3ccc(F)cc3)cs2)CC1CCO (stereo unspecified),-12,3
Cc1cccc(NC(=O)C2CCN(c3ncnc4c3nc3n4CCCCC3)CC2)n1,-19,14
COc1ccc(C(=O)NCC(=O)N2CCc3ccccc3C2)cc1,-25,6
CC(OC(=O)CCc1nc2ccccc2[nH]c1=O)c1ccccc1 (stereo unspecified),8,34
O=C(CSC1=NC(=O)C(c2ccccc2)C(=O)N1)Nc1ccccc1Cl (stereo unspecified),-8,5
Cc1ccc(C)c(OCC(=O)NNC(=O)C2CC2)c1,-4,-2
Clc1cccc(CSc2nnc(-c3ccccn3)n2Cc2ccco2)c1,11,23
CC1(C)CC(=O)C2=C(C1)N(c1ccccc1)C(N)=C(C#N)C2c1ccccc1 (stereo unspecified),-20,13
O=C(COC(=O)/C=C/c1ccccc1Cl)NC(=O)NCc1ccccc1,-20,0
# Carrying on.
SMILES,OX1R antag-1,OX1R antag-2
COc1ccc(NC(=O)C(=O)N/N=C(\C)CC(=O)Nc2ccccn2)c(OC)c1,-31,5
O=C(CN1CCOCC1)NNc1c2ccccc2nc2ccccc12,-24,11
CCCc1cc(N2CCCC(C(=O)Nc3c(OC)cccc3OC)C2)n2ncnc2n1 (stereo unspecified),-20,9
CCOc1ccc(NC(=O)C2CC(=O)N=C(N)S2)cc1 (stereo unspecified),-1,19
CS(=O)(=O)c1ccc(C(=O)NCC(c2ccco2)N2CCCCC2)cc1 (stereo unspecified),-26,17
CC1(C)CC(=O)C2=C(C1)OC(N)=C(C#N)C2Cc1ccccc1 (stereo unspecified),-25,9
CCC(=O)NCc1nc2ccccc2n1Cc1ccccc1F,-14,6
NC(=O)c1nsc(C(=O)N(c2cccc(F)c2)C(C(=O)NCC2CCCO2)c2c[nH]c3ccccc23)c1N (stereo unspecified),-3,4
COc1ccc(CCNC(=O)c2ccco2)cc1OC,-1,13
COc1ccccc1NC(=O)CCCCC(=O)Nc1ccccc1OC,-14,2
O=C(CNC(=O)c1cccc([N+](=O)[O-])c1)NC1CCCc2ccccc21 (stereo unspecified),-10,14
O=C(NC(=S)Nc1ccc(N2CCOCC2)cc1)c1ccco1,-16,23
COc1ccc(/C=N/NC(=O)CNC(=O)C2COc3ccccc3O2)cc1OC (stereo unspecified),-11,15
CCCCOC(=O)CCc1nc2ccccc2[nH]1,9,15
COc1cc(C(=O)Nc2ccc3c(c2)OCCO3)c(-n2cnnn2)cc1OC,-14,1
CN(C)C(=O)CCc1ccc2c3c([nH]c2c1)[C@]1(C)[C@@H](C(=O)N2CCOCC2)C[C@H](CC(=O)NCc2cccc(C(F)(F)F)c2)C(=O)N1CC3,-40,9
CC(=O)N1N=C(c2cccc(Br)c2)OC12CCCC2,-8,17
O=C(COC(=O)c1ccc2c(c1)C(=O)N(Cc1ccncc1)C2=O)Nc1cccc2ccccc12,-2,10
CCN(CC)S(=O)(=O)c1ccc(NC2c3ncccc3C(=O)N2Cc2ccccc2)cc1 (stereo unspecified),-27,1
Cc1cc(C)cc(N(C(=O)C2CCCC2)C2C=CS(=O)(=O)C2)c1 (stereo unspecified),-22,8

# Complete entries from above:
# O=C(CNC(=O)c1cccc([N+](=O)[O-])c1)NC1CCCc2ccccc21 (stereo unspecified) is listed with OX1R antag-1 = -10; OX1R antag-2 = 14
# COc1cc(C(=O)Nc2ccc3c(c2)OCCO3)c(-n2cnnn2)cc1OC is listed with OX1R antag-1 = -14; OX1R antag-2 = 1

# The results go on:
SMILES,OX1R antag-1,OX1R antag-2
CN(C)S(=O)(=O)c1cccc(C(=O)NCC(=O)NC2CCN(Cc3ccccc3)CC2)c1,-11,0
Cc1cc([N+](=O)[O-])cnc1NC(C)c1ccccc1 (stereo unspecified),-22,21
CC(C)C(NCc1c(Cl)cccc1Cl)C(=O)O (stereo unspecified),-16,-5
CCN1C(=O)N[C@@H](c2cccc(F)c2)C(C(=O)OC)=C1C,-25,15
O=C(N=C1SC2CS(=O)(=O)CC2N1Cc1ccccc1Cl)C1CC1 (stereo unspecified),-22,11
Cc1ccccc1NC(=O)Cn1c([N+](=O)[O-])cnc1C,-14,-1
O=C(O)CSCC(=O)Nc1cccc(C(F)(F)F)c1,-4,5
Cc1nn(C(=O)c2cc([N+](=O)[O-])ccc2Cl)c(C)c1Br,-13,22
O=C(O)CCC(=O)Nc1ccc(-n2ccc(C(F)(F)F)n2)cc1,-5,5
O=C(CN1C(=O)NC2(CCCC2)C1=O)OCCOc1ccc(Cl)cc1,-22,18
Cc1ccc(C(=O)ONc2ccc(N=NC(=O)c3ccccc3O)cc2)cc1,1,4
O=c1oc2ccc([N+](=O)[O-])cc2c(N2CCOCC2)c1[N+](=O)[O-],-11,21
COC(=O)C1C2C=CC3(CN(c4ccc(Cl)c(F)c4)C(=O)C13)O2 (stereo unspecified),-4,3
S=C(Nc1ccc(Oc2ccccc2)cc1)N(CCCN1CCOCC1)Cc1ccccn1,-24,14
